# Source: PubChem
# ZTA DNA inh – blocks Epstein-Barr virus ZTA, an EBNA-1 counter-screen; P03206; ZTA-DNA binding, fluorescence polarization; inhibition, % at 11 µM; 320,000 compounds, 0.15% hits; AID 2234; in the data active means inhibition above about 33%
# GASC-1 inh – blocks human GASC-1 demethylase activity; Q9H3R0; AID 2099; 330,000 compounds, 0.069% hits; inhibition, % at 2.35 µM; GST-JMJD2C(1-420) H3K9me3 demethylation, DELFIA europium;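 active means more than half of a compound's replicate wells show inhibition beyond 50%, single wells judged on their own value; inconclusive means some, but no more than half, of replicates pass 50% inhibition; inactive means no replicate passes 50% inhibition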;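 further: signal counts dimethyl H3K9 product captured on neutravidin plate; 0% = median of DMSO wells and 100% = 0.3 times that DMSO median; strong numbers were not always called active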
# TPT1 inhibitor – C. albicans TPT1 enzyme inhibition | recombinant caTPT1, FP RNA substrate dephosphorylation | inhibition, % at 5 µM | 300,000 compounds, 0.81% hits | AID 1962;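 active means inhibition above the mean of all tested compounds plus 3 SD, set per screening campaign, cut at about 24% in these data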;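 further: plate controls were DMSO alone for no effect and ferristatin control at 100 nM for full effect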
# EBNA-1 inhibitor – blocks EBNA-1 binding to DNA; EBNA-1 DNA binding, fluorescence polarization; inhibition, % at 14.8 µM; 300,000 compounds, 0.34% hits; AID 1950; in the data active means inhibition above about 28%
# CTSL1 counter – counter-screen for PFM18AAP inhibitors: inhibitors of F. hepatica cathepsin L1; recombinant F. hepatica cathepsin L1, Z-Leu-Arg-MCA fluorescence; inhibition, % at 5.96 µM; 300,000 compounds, 0.49% hits;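 active means inhibition above the mean of all tested compounds plus 3 SD, set per screening campaign, cut at about 17% in these data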;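 further: 0% = plate median of test compound wells and 100% = 1 µM Z-Phe-Ala-diazomethylketone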
# HCV core dimer – HCV core protein dimerization inhibition | inhibition, % at 5 µM | 300,000 compounds, 0.33% hits | TR-FRET GST/Flag-core106 dimerization, 1536-well;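 active means inhibition above the mean of all tested compounds plus 3 SD, set per screening campaign, cut at about 45% in these data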
#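 Assay system: Tagged HCV core106 pair (GST and Flag) | Buffer or medium: KF-containing HEPES buffer, pH 7.45, DTT, CHAPS, BSA | Also added: Eu donor and XL665 acceptor anti-tag antibodies | Dosing: One concentration, 5 µM, in 0.5% DMSO | Timing: 4 h at 22.5 °C | Technique: TR-FRET 671 and 617 nm emission | Repeats: Singlicate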
# PP1 counter – blocks human PP1-alpha phosphatase, a PP5 counter-screen; P62136; purified PP1alpha, OMFP fluorescence; inhibition, % at 6.7 µM; 320,000 compounds, 0.9% hits; AID 2235;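 active means inhibition above the mean inhibition of all tested compounds plus 3 SD, computed separately for each screening campaign, cut at about 15% in these data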
# Target sequence (P62136 whole entry, looked up): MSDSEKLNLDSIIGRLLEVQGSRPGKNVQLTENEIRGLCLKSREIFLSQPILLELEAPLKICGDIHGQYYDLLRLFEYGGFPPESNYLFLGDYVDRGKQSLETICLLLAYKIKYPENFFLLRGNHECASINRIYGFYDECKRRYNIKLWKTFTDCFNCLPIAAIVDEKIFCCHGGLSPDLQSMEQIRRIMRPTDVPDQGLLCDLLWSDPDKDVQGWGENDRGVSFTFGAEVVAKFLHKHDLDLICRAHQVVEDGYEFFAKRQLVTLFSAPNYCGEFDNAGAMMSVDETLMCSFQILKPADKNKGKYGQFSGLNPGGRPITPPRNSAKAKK
# Yeast superoxide – lowers age-related superoxide in aged yeast cells | 330,000 compounds, 0.18% hits | S. cerevisiae aged cells, superoxide DHE fluorescence; stronger effect = lower value | AID 2690 | superoxide response (% of plate mean), % at 10 µM;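 active means superoxide response under a set limit, about three screen SD below normal, cut at about 65% in these data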;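 further: yeast aged for seven days with compound at 30 °C before DHE staining; 100% = average MFI of all compound-treated wells on the plate with controls excluded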
# PP5 inh – blocks human protein phosphatase 5 activity. P53041. purified PP5c, OMFP substrate fluorescence. inhibition, % at 6.7 µM. 320,000 compounds, 0.18% hits. AID 1987;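 active means inhibition above the campaign's mean inhibition across all tested compounds plus 3 SD, cut at about 9.5% in these data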;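 further: 0% = DMSO only and 100% = 100 µM cantharidin control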
# Target sequence (P53041 whole entry, looked up): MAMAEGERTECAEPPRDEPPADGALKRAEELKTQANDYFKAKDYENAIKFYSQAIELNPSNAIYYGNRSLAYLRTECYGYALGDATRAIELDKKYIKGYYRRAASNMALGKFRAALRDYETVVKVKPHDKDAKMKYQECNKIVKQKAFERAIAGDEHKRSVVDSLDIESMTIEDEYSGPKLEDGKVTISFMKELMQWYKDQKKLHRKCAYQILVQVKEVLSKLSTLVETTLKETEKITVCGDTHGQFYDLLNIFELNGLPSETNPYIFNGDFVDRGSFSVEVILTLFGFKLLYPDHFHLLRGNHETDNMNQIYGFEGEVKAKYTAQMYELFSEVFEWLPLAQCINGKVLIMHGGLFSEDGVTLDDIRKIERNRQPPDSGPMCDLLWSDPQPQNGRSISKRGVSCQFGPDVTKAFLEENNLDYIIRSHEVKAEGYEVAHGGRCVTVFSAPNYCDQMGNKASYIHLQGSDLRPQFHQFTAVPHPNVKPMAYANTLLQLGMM
# * hit, by the source's call; ? = inconclusive; . = not tested or not shown; & = joins results of further samples. Only part of the results is shown, so the mix of outcomes need not match the whole.
SMILES,ZTA DNA inh,GASC-1 inh,TPT1 inhibitor,EBNA-1 inhibitor,CTSL1 counter,HCV core dimer,PP1 counter,Yeast superoxide,PP5 inh
Cc1ccc(-c2cc(-c3ccc(C)cc3)[n+](-c3ccccc3)c(-c3ccc(C)cc3)c2)cc1,10,-27,3,5,3,18,9,95,2.1
COC(=O)C1=C(c2ccc(F)cc2OCc2ccccc2)C[C@@H]2CC[C@H]1N2C(=O)NCCN1CCOCC1,1,9,.,.,.,.,-5,97,1.3
CC(C)OP(=O)(OC(C)C)C(NCc1ccccc1)c1ccccc1 (stereo unspecified),13,-1,-2,16,0,6,1,100,-0.5
CN(C)Cc1c[nH]c2ccccc12,3,.,-3,-4,-2,-1,-4,87,1.4
O=C(NC(C(Cl)Cl)N1CCOCC1)c1ccccc1 (stereo unspecified),-7,13,0,-6,68*,4,-7,94,3.0
COc1ccc2c(C)c(CCC(=O)N3C[C@H]4C[C@@H](C3)c3cccc(=O)n3C4)c(=O)oc2c1,-21,.,2,2,11,-1,-2,74,3.2
Cc1cccc(OC(=O)N2CCOCC2)c1,-12,7,-2,-8,-1,-3,1,103,2.3
CCn1c(O)c(/C=N/NC(=O)c2ccccc2)c(=O)n(CC)c1=S,6,7,94*,-4,0,1,2,112,1.8
CCCCC(=O)N/N=C/c1c(O)n(CCc2ccc(OC)c(OC)c2)c(=O)[nH]c1=O,9,7,-3,5,-1,-4,-1,78,1.1
N#C/C(=C(/O)c1ccc(S(=O)(=O)N(CCCl)CCCl)cc1)c1nc2ccccc2[nH]1,-20,5,-1,-9,5,5,-3,101,0.4
Cc1ccc(C)c(OCC(=O)N2CCCN(C)CC2)c1,10,7,-4,10,3,0,-2,105,2.8
C[C@]12CCC(=O)C=C1C=C[C@@H]1[C@@H]2CC[C@@]2(C)[C@H]1CC[C@@]2(O)CCC(=O)O,-1,.,-4,3,3,0,-2,97,3.3
Cc1c(NC(NC(=O)CF)C(Cl)(Cl)Cl)c(=O)n(-c2ccccc2)n1C (stereo unspecified),7,14,-5,12,0,2,-1,102,-1.9
O=c1cccc2n1CC1CC2CN(Cc2c(Cl)cccc2Cl)C1 (stereo unspecified),5,6,-2,-10,-3,4,4,134,3.5
CCC(=NCc1cc(OC)cc(OC)c1)c1c(O)[nH]c(=O)[nH]c1=O,-8,-3,-3,-8,-5,-4,-5,93,2.1
COc1ccc(-c2cc(C(=O)N3CCC4(CC3)OCCO4)c3ccccc3n2)cc1,-5,-5,-1,-9,-3,3,-1,90,1.7
Cc1nc2cc(C(=O)N3CCC4(CC3)OCCO4)ccc2n1-c1cccc(F)c1,10,-2,-1,10,1,-1,-3,98,-1.0
Cc1cc(C)c(NC2=NCCCS2)c(C)c1,9,4,-6,3,-3,0,0,102,-1.2
C/C(=N/O)c1ccc2ccc3ccccc3c2c1,-2,-26,-2,9,3,-13,3,114,3.0
Clc1cccc(N2CCNCC2)c1,-1,?,2,-9,8,-3,1,110,2.9

# Reprinted from the part before: six compounds, then new ones.
SMILES,ZTA DNA inh,GASC-1 inh,TPT1 inhibitor,EBNA-1 inhibitor,CTSL1 counter,HCV core dimer,PP1 counter,Yeast superoxide,PP5 inh
CCC(=NCc1cc(OC)cc(OC)c1)c1c(O)[nH]c(=O)[nH]c1=O,-8,-3,-3,-8,-5,-4,-5,93,2.1
COc1ccc(-c2cc(C(=O)N3CCC4(CC3)OCCO4)c3ccccc3n2)cc1,-5,-5,-1,-9,-3,3,-1,90,1.7
Cc1nc2cc(C(=O)N3CCC4(CC3)OCCO4)ccc2n1-c1cccc(F)c1,10,-2,-1,10,1,-1,-3,98,-1.0
Cc1cc(C)c(NC2=NCCCS2)c(C)c1,9,4,-6,3,-3,0,0,102,-1.2
C/C(=N/O)c1ccc2ccc3ccccc3c2c1,-2,-26,-2,9,3,-13,3,114,3.0
Clc1cccc(N2CCNCC2)c1,-1,?,2,-9,8,-3,1,110,2.9
CC1=NN(c2ccccc2)C(=O)/C1=C/c1c(O)[nH]c(=S)[nH]c1=O,3,-6,-3,6,-1,-1,3,117,2.2
COC(=O)C1=C(c2ccc(F)cc2OCc2ccccc2)C[C@@H]2CC[C@H]1N2C(=O)NCc1ccccc1Cl,-4,16,.,.,.,.,14,69,3.2
CCCNC(=O)N1[C@H]2CC[C@@H]1C(C(=O)OC)=C(c1ccc3ccccc3c1)C2,-2,9,.,.,.,.,-7,82,-2.2
COc1ccc(N=Cc2c(O)n(C)c(=O)n(C)c2=O)cc1,-9,-11,-6,5,3,-7,0,93,2.1
COc1ccc(CN2C(=O)NC(=O)/C(=C/c3ccoc3)C2=O)cc1,13,2,174*,-7,-8,8,-6,104,1.6
COC(=O)C(O)(c1ccc(N(C)S(=O)(=O)c2ccccc2)cc1)C(F)(F)F (stereo unspecified),10,-6,-3,2,-1,-4,-2,103,1.7
O=Cc1cn(Cc2c(F)cccc2Cl)nc1-c1ccccc1,8,3,0,8,-1,2,0,83,-0.7
O=c1cccc2n1CC1CC2CN(c2ncnc3c2cnn3-c2ccc(Cl)cc2)C1 (stereo unspecified),-14,-2,-4,-6,1,-1,0,94,0.6
CN(C)P1(N(C)C)=Nc2c(c(N)nn2C)C(c2ccccc2)=N1,12,-5,1,13,-1,4,-3,107,0.7
CCC(c1ccc(C)cc1)N1C(=O)C2C3CCC(O3)C2C1=O (stereo unspecified),-11,6,.,.,.,.,-2,100,2.5
O=C(COC(=O)Cc1ccccc1)Nc1nnc(-c2ccccc2)o1,1,-11,-2,-17,-4,-1,-4,115,-2.5
CC(=O)OC1C2CCC1C(N1CCCCC1)CC2 (stereo unspecified),-1,-6,-2,-2,-2,-1,-1,94,2.5
O=c1[nH]c(=S)n(-c2ccc(Cl)cc2)c(O)c1/C=N/N1CCOCC1,25,2,5,6,5,3,0,110,-3.1
CCC(=NCc1ccco1)c1c(O)n(-c2ccc(Cl)cc2)c(=O)[nH]c1=O,2,.,3,-4,1,3,-1,102,-0.2
CCCn1cc(CN2CCCC(C(=O)c3cccc(OC)c3)C2)c(C)n1 (stereo unspecified),-4,-9,0,-12,0,1,-1,99,-1.3
O=c1[nH]c(O)c(/C=C2/C=CC(c3cc(Cl)ccc3Cl)=N2)c(=O)[nH]1,10,7,93*,1,-2,12,19*,99,-2.2
Oc1ccc2c3c1O[C@H]1[C@@H](O)CC[C@@]4(O)[C@@H](C2)N(CC2CCC2)CC[C@]314,6&10,2,1&-5,-3&5,1&-5,-6&-4,0&-2,112&95,2.7&-0.7
CC(=O)O[C@H]1C(=O)[C@@]2(C)C([C@H](OC(=O)c3ccccc3)[C@]3(O)C[C@H](OC(=O)[C@H](O)[C@@H](NC(=O)Cc4ccccc4)c4ccccc4)C(C)=C1C3(C)C)[C@]1(OC(C)=O)CO[C@@H]1C[C@@H]2O (stereo partly specified),-5,-1,-2,-5,0,-1,0,101,1.2
COc1ccc(N=Cc2c(O)n(C)c(=O)[nH]c2=O)cc1,-1,-1,3,2,-2,2,-1,105,0.1
CCOc1ccc(-c2c(C)n(-c3ccc(OCC)cc3)c3[n+]2CCCCC3)cc1,-17,-7,-3,-7,7,-3,0,108,1.8

# Fetched by structure from the list above, 3 records:
SMILES,ZTA DNA inh,GASC-1 inh,TPT1 inhibitor,EBNA-1 inhibitor,CTSL1 counter,HCV core dimer,PP1 counter,Yeast superoxide,PP5 inh
Cc1nc2cc(C(=O)N3CCC4(CC3)OCCO4)ccc2n1-c1cccc(F)c1,10,-2,-1,10,1,-1,-3,98,-1.0
COc1ccc(CN2C(=O)NC(=O)/C(=C/c3ccoc3)C2=O)cc1,13,2,174*,-7,-8,8,-6,104,1.6
Cc1c(NC(NC(=O)CF)C(Cl)(Cl)Cl)c(=O)n(-c2ccccc2)n1C (stereo unspecified),7,14,-5,12,0,2,-1,102,-1.9

# Next part.
SMILES,ZTA DNA inh,GASC-1 inh,TPT1 inhibitor,EBNA-1 inhibitor,CTSL1 counter,HCV core dimer,PP1 counter,Yeast superoxide,PP5 inh
CCCCCCn1c(O)c(C(C)=NC)c(=O)[nH]c1=O,1,-5,0,-10,0,-3,3,105,2.7
CC1C(c2cccs2)=[N+]([O-])C(C)(C(=O)c2ccc(Cl)cc2)N1O (stereo unspecified),6,31,-1,0,6,-10,-1,98,1.6
CC(C)Oc1ccc(Cc2c(O)[nH]c(=O)[nH]c2=O)cc1,1,47,0,11,0,-3,0,89,-2.6
NNC(=O)c1ccc(O)cc1,8,-4,.,.,.,.,-1,116,-1.2
N#CCCn1cc(C(=O)Nc2ccccc2Br)c(-c2ccc3c(c2)OCCO3)n1,-3,-17,0,-6,-8,-8,2,108,3.3
Cn1cc(C(=O)OCC(=O)NC2CCCCC2)c2ccccc21,4,15,.,.,.,.,-3,110,-3.0
Cc1cc(C=C2C(=O)N(C)C(=S)N(C)C2=O)c(C)n1-c1ccncc1,10,38,19,2,1,9,-4,95,-1.1
COc1ccc(C2SCC(=O)Nc3c2c(C)nn3C2CCOC(C)(C)C2)cc1OC (stereo unspecified),-3,-1,27*,-6,5,-5,-1,99,0.5
O[C@H]1C2CCC1C(N1CCCCC1)CC2 (stereo partly specified),-7,3,-2,5,-4,-4,-4,99,-1.8
COCc1cc(OC(=O)N(C)C)nc(-c2ccc(C)c(Cl)c2)n1,11,4,2,0,1,-1,-1,92,-1.1
Cc1ccc(/C=C2\C(=O)NC(=O)N(Cc3ccccc3Cl)C2=O)o1,0,11,24,-4,-3,13,-2,103,2.9
CCCCC(=O)N/N=C/c1c(O)n(CCCC)c(=S)[nH]c1=O,6,2,1,-4,1,2,4,125,0.5
CN1CCN2c3ccccc3CC3(C(=O)N(C)C(=O)N(C)C3=O)C2C1 (stereo unspecified),0,15,-1,5,1,-1,-3,98,-3.1
CNC(=S)NC1CC2CCCC(C1)N2CC(C)C (stereo unspecified),-5,5,1,-2,2,-1,-1,90,0.2
CN(C)C1(CNC(=O)Cc2ccccc2F)CCCCC1,13,-4,3,9,-1,1,-7,97,4.6
CCOP(=O)(OCC)c1cc(C)c(O)c(C(C)(C)C)c1,9,8,-2,6,-3,1,-4,101,1.7
O=C(O)[C@H]1C[C@@H]1[C@H](NP(=O)(c1ccccc1)c1ccccc1)c1ccccc1,-1,-9,3,10,0,-3,1,101,2.9
Cc1cccc(-n2c(-c3ccco3)nc3ccccc3c2=O)c1C,-28,-9,-3,-6,4,-5,4,95,2.0
O=C(CN1CC=C(c2ccccc2)CC1)Nc1c(Cl)cccc1Cl,5,-8,1,8,3,0,-1,78,2.5
